Source: PubChem
OXTR ag – human OXTR agonism. AID 2435. CHO-OTR cells, Fluo-8 calcium fluorescence; normalized: DMSO 0%, oxytocin 100%. P30559. activation, % at 3 µM. 320,000 compounds, 0.32% hits;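 active = activation above the mean of all tested compounds plus 3 SD, cutoff set per screening run, cut at about 20% in these data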;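 also: peak over basal fluorescence ratio from a 100 s FLIPR kinetic read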
MEKK2 mut-MEK5 – signal of MEK5 binding to mutant human MEKK2 PB1 domain | bead flow cytometry, Alexa488-MEK5 binding to MEKK2 mutant | percent response, % at 10 µM | 290,000 compounds, 0.35% hits | AID 1530; in the data active = percent response above about 24%, passing the limit was not always enough; also: inactives centre near 1; some results filed as inactive read as strong as hits
GalR3 antag – human GalR3 antagonism | HEK293 GalR3-CNG cAMP membrane potential fluorescence; galR3 body fused to GalR1 C-terminus | inhibition, % at 3 µM | 360,000 compounds, 0.44% hits | AID 651719;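 active = inhibition above the screen-wide average plus 3 SD, cut at about 13% in these data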;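 also: forskolin and galanin both at EC90 stimulate the cells; cAMP rise reported by CNG channel membrane potential dye signal; 0% = forskolin plus galanin with DMSO and 100% = forskolin alone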
Target sequence (O60755 1-299 limits assumed): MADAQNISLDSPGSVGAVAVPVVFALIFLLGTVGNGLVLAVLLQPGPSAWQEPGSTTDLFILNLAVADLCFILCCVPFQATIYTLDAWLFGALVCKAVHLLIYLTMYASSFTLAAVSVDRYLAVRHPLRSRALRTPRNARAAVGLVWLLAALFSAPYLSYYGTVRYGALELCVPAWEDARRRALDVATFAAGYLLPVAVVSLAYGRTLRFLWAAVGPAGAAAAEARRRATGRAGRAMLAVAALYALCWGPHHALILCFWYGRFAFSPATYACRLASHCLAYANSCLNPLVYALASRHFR
NALP1 inh – blocks the NALP1 inflammasome reconstituted in yeast. inhibition, % at 10 µM. 280,000 compounds, 0.61% hits. S. cerevisiae NALP1/ASC/caspase-1 growth, X-gal OD620, 72 h; in the data active = inhibition mostly above about 24%, no sharp cut-off; inactive = mostly below about 32%; also: some compounds called inactive have numbers as strong as hits
V1R ag counter – activates human V1a receptor in oxytocin agonist counter-screen; CHO-V1R cells, Fluo-8 calcium fluorescence, agonist mode; 0% DMSO, 100% 3 nM vasopressin; 320,000 compounds, 0.25% hits; AID 2797; activation, % at 3 µM;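 active = activation above the mean activation of all tested compounds plus 3 SD, per screening run, cut at about 20% in these data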;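 also: signal is peak over basal fluorescence ratio across a 100 second FLIPR read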
Target sequence (P37288 whole entry, looked up): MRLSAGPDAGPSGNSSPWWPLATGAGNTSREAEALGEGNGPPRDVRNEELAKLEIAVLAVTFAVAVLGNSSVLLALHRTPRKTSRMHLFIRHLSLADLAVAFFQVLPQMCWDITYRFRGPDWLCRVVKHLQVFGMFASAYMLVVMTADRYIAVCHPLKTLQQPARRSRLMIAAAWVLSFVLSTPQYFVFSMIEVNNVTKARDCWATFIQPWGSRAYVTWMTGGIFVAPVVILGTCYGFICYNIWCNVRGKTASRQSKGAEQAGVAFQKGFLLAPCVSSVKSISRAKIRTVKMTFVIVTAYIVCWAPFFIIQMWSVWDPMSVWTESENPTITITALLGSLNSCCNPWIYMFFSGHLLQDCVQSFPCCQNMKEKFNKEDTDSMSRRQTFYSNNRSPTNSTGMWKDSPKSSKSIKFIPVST
OXTR potentiator – potentiates the human oxytocin receptor response; CHO-OTR cells, Fluo-8 calcium fluorescence, potentiator mode; 0% = oxytocin EC15, 100% = EC100; activation, % at 3 µM; 320,000 compounds, 0.061% hits;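 active = activation above that plate's cutoff, the mean activation of tested compounds plus 3 SD, cut at about 6.6% in these data, passing the limit was not always enough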;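 also: 100% uses oxytocin at 75 nM as the full agonist control; some results filed as inactive read as strong as hits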
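Assay system: CHO cell line stably expressing human OTR. Reagent: EC15 oxytocin agonist. Dosing: single dose, 3.0 µM nominal final compound concentration. Timing: compound 6 min at room temperature before oxytocin, 100 s read. Signal: kinetic Fluo-8 calcium fluorescence. Controls: oxytocin EC15 low and EC100 high.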
GPR7 antag – blocks human GPR7 receptor signaling; 290,000 compounds, 1.1% hits; inhibition, % at 4.4 µM; AID 1861; GPR7-expressing cells, fluorescence antagonist assay; in the data active = inhibition above about 16%, passing the limit was not always enough;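 also: cells stimulated with the agonist NPW; 0% = agonist with vehicle and 100% = vehicle without agonist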
Target sequence (P48145 whole entry, looked up): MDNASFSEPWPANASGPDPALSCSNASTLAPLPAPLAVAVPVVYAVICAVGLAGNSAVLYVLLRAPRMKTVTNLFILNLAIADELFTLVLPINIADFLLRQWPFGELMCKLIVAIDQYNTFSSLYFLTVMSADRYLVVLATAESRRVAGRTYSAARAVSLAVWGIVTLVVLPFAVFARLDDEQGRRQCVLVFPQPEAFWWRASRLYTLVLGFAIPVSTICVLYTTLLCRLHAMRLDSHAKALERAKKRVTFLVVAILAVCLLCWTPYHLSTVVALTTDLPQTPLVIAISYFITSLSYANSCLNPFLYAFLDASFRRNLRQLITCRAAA
M18AAP inhibitor – PfM18AAP enzyme inhibition; recombinant PfM18AAP, H-Glu-NHMec fluorogenic cleavage; inhibition, % at 7.35 µM; 290,000 compounds, 1.2% hits; AID 1822;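 active = inhibition above the campaign mean inhibition over all tested compounds plus 3 SD, cut at about 28% in these data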;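 also: 0% = plate median of test compound wells and 100% = 2 mM ZnCl2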
MEKK2wt PB1 HTS – raises or lowers MEK5 binding to wildtype human MEKK2 PB1 domain; Q9Y2U5; binding response (% of control), % at 10 µM; bead flow cytometry, Alexa488-MEK5 binding to MEKK2 WT; actives lie on both sides; 290,000 compounds, 1.1% hits; in the data active = binding response below about 67% or above about 130%
Numbers without * were called inactive; x = not tested or not shown; [ ] = remark or other dose.

SMILES	OXTR ag	MEKK2 mut-MEK5	GalR3 antag	NALP1 inh	V1R ag counter	OXTR potentiator	GPR7 antag	M18AAP inhibitor	MEKK2wt PB1 HTS
CCOC(=O)c1cnn2c1[nH]c(=O)c1ccccc12	-0.4	2	2	-14	-0.3	-5	3	11	105
CCCn1nc(Oc2nc(NCC)nc(NC(C)C)n2)ccc1=O	0.3	2	1	24	0.8	-15	12	0	96
CCCc1nn(C)c(C(=O)Nc2ccc(Cl)cc2)c1Cl	-0.2	14	-4	38	0.1	-2	6	-1	96
Cc1ccc(NC(=O)CSc2nnc(CNC(=O)c3ccco3)n2C)c(C)c1	-1.5	x	-2	x	-0.6	-6	x	x	x
Cc1cc2c(cc1S(=O)(=O)CCC(=O)NC1CCC(C)CC1)OCC(=O)N2 (configuration not stated)	1.3	-1	x	6	0.8	-6	-9	-1	96
C/C(=N\NC(=O)C(c1ccncc1)N1CCOCC1)c1ccc(Br)cc1 (configuration not stated)	0.3	0	-10	18	-0.1	5	-10	1	105
CC12CCC(=O)N1C(C(=O)NCc1ccccc1F)CS2 (configuration not stated)	0.3	x	-2	x	-0.1	-8	x	x	x
COc1ccc(NC(=O)c2cccnc2SC)cc1OC	-0.6	-5	-2	7	-0.2	-10	-3	-2	98
CCc1ccc([C@H]2C(C(=O)O)=C[C@@H](C(C)(C)C)N2S(=O)(=O)c2ccc(C)cc2)cc1	-0.2	x	-3	x	0.3	0	x	x	x
O=C(CCc1ccccc1)Nc1ccc2c(c1)C(=O)OC2	0.0	7	x	-3	1.0	-18	-5	3	102
Nc1ncn([C@H]2C[C@H](O)[C@@H](CO)O2)c(=O)n1	1.2	x	4	x	1.0	-4	x	x	x
C#CCOC(=O)CCCC(=O)NCCCCCCCC	-2.0	5	2	-2	-0.5	1	-11	4	102
Cc1nc(N)[nH]c(=O)c1CCC(=O)OCC(C)C	0.6	-12	-8	-66	1.0	1	2	-8	86
COC(=O)Cn1c(=O)n(CCc2ccccc2)c(=O)c2c3c(sc21)CCCC3	-1.6	11	-6	6	-0.8	-8	-9	-3	102
CCc1nnc(NC(=O)CCC(=O)N2CCC(Cc3ccccc3)CC2)s1	0.2	4	-1	2	2.4	-12	-3	-1	105
O=C(c1cccs1)N1CCOCC1	-0.2	3	13*	12	0.2	-21	-11	1	107
O=C(NCc1cccc(Cl)c1)c1cnccn1	-0.3	7	-7	x	-0.2	-3	-9	-2	103
COc1ccc(C2C=C(c3ccc(Br)cc3)Nc3nc(N4C(=O)CCC4=O)nn32)cc1 (configuration not stated)	4.0	-1	-3	7	5.5	-6	2	3	101
C=CCn1c(O)c(CN2CCCCC2)c(C)c(C#N)c1=O	1.7	-13	5	-1	2.7	-4	-10	-2	95
O=C(COC(=O)C1CCN(c2ccc(C(F)(F)F)cn2)CC1)NC1CCCCC1	-2.5	x	-4	x	-1.3	-1	x	x	x
COCCn1nnnc1C(c1ccc(C)cc1)N1CCN(Cc2ccc3c(c2)OCO3)CC1 (configuration not stated)	x	-1	-3	-9	x	x	-12	0	102
Cc1ccc(S(=O)(=O)NCC(=O)OCC(=O)Nc2ccccc2OC(F)F)cc1	-0.3	8	1	32	0.3	2	5	5	93
COc1ccc(CNC(=O)C(C)N2C(=O)COc3ccc(C)cc32)c(OC)c1 (configuration not stated)	0.3	-3	-6	x	-0.6	-4	-4	-4	100
O=C(CN1CCCC1)Nc1ccccc1C(=O)c1ccccc1	-0.6	-17	-5	12	0.2	-2	-2	-19	67
O=C(Nc1cccc(C(F)(F)F)c1)C(Sc1cccc[n+]1[O-])c1ccccc1 (configuration not stated)	3.2	-1	-5	4	7.3	3	-4	-4	95
Cc1c(CCC(=O)O)c(=O)oc2cc3occ(-c4ccc(Cl)cc4)c3cc12	4.1	2	-5	-1	7.0	-15	8	-2	106
CC(=O)Oc1ccc2c(=O)c(-c3ccccc3)coc2c1	-0.1	-10	0	11	1.0	-18	0	3	93
COc1cc(OC)cc(C(=O)Nc2cccc3c2CCCC3)c1	-2.1	0	-9	5	-1.3	-19	32*	-7	93
Cc1cc(C)n(C(=O)CCC(=O)NCc2ccccc2)n1	1.3	9	1	-2	0.3	3	-6	3	105
CCN(C(=O)COC(=O)c1ccccc1Nc1cccc(C)c1C)C1CCS(=O)(=O)C1 (configuration not stated)	-0.2	2	-1	12	-0.4	-8	7	5	101

Two compounds from above with just M18AAP inhibitor:
structure,M18AAP inhibitor
COCCn1nnnc1C(c1ccc(C)cc1)N1CCN(Cc2ccc3c(c2)OCO3)CC1 (configuration not stated),0
COc1ccc(CNC(=O)C(C)N2C(=O)COc3ccc(C)cc32)c(OC)c1 (configuration not stated),-4

More structures follow:
SMILES	OXTR ag	MEKK2 mut-MEK5	GalR3 antag	NALP1 inh	V1R ag counter	OXTR potentiator	GPR7 antag	M18AAP inhibitor	MEKK2wt PB1 HTS
Cc1nc(NC(=O)CN2CCCCC2)sc1C(=O)N(C)C	0.4	7	-1	7	1.1	-9	-11	19	100
CC1CC(C)CN(C(=O)c2nn(C)c3c2CSc2ccccc2-3)C1 (configuration not stated)	-1.3	1	x	19	-1.7	-9	-8	11	98
O=C(Nc1cccc(S(=O)(=O)N2CCCCC2)c1)C1CCCC1	1.9	x	-3	x	3.2	-7	x	x	x
c1ccc2[nH]c(NC3=NCCC3)nc2c1	1.2	3	-5	-2	1.4	-2	-16	8	109
O=C(Oc1ccccc1N1C(=O)C2CCCCC2C1=O)c1ccccc1F (configuration not stated)	-0.3	-2	2	33	-0.4	1	-4	-3	104
COc1ccc(NC(=O)CCNS(=O)(=O)c2ccc3c(c2)CC(C)N3C(C)=O)cc1 (configuration not stated)	0.1	-2	-6	16	0.5	-6	-17	10	98
Cc1ccc2nc(C)c(C(=O)N/N=C/c3ccco3)cc2c1	0.4	-2	-9	17	1.8	4	6	1	101
CN(C)c1ccc(/C=C/C(=O)c2ccccc2O)cc1	9.7	1	-4	16	13	-19	0	-9	92
O=[N+]([O-])c1cccc(C(=Nc2ccccc2)NO)c1	1.2	0	-3	20	1.6	3	5	12	102
COc1ccc(N2CCN(C(=O)COC(=O)c3oc4ccccc4c3C)CC2)cc1	5.3	x	-8	x	8.9	-12	x	x	x
O=C(NCCCc1ccccc1)C(=O)NCC1OCCN1S(=O)(=O)c1cc(F)ccc1F (configuration not stated)	-1.0	7	-1	7	3.0	-7	-20	-4	106
CCN(CC)CCCNC(=O)c1csc(Nc2cccc3ccccc23)n1	-0.9	17	-12	14	-0.6	-19	14	15	139
Cc1ccc(N2C(=O)CC(N3CCN/C3=C3\CC/C(=C\c4ccccc4)C3=O)C2=O)cc1 (configuration not stated)	1.4	-15	-6	4	1.3	-18	13	15	87
Cc1ccccc1NC(=O)Cn1nc(-c2ccc(Cl)s2)ccc1=O	1.2	-9	1	24	3.5	-3	5	-3	94
COc1cc(OC)cc(C(=O)Nc2ccccc2C(=O)NC2CC2)c1	-1.2	x	-8	x	0.7	-4	x	x	x

In the list so far, these have bromine:
SMILES	OXTR ag	MEKK2 mut-MEK5	GalR3 antag	NALP1 inh	V1R ag counter	OXTR potentiator	GPR7 antag	M18AAP inhibitor	MEKK2wt PB1 HTS
C/C(=N\NC(=O)C(c1ccncc1)N1CCOCC1)c1ccc(Br)cc1 (configuration not stated)	0.3	0	-10	18	-0.1	5	-10	1	105
COc1ccc(C2C=C(c3ccc(Br)cc3)Nc3nc(N4C(=O)CCC4=O)nn32)cc1 (configuration not stated)	4.0	-1	-3	7	5.5	-6	2	3	101

More compounds
SMILES	OXTR ag	MEKK2 mut-MEK5	GalR3 antag	NALP1 inh	V1R ag counter	OXTR potentiator	GPR7 antag	M18AAP inhibitor	MEKK2wt PB1 HTS
COc1cc(OC)c(NC(=O)c2ccc(F)cc2)cc1Cl	-1.3	-7	-3	12	-1.1	-4	-9	1	93
COc1ccccc1Nc1nc(C)cc(C)n1	-2.6	4	-9	13	-1.3	-1	-11	-9	110
COc1ccc(COC(=O)C2CCN(S(=O)(=O)c3ccc(OC)c(OC)c3)CC2)cc1	6.3	x	-2	x	5.4	-13	x	x	x
CC(C)(C)c1cc(C(=O)O)nn1-c1ccccc1	0.5	-26	-4	18	0.2	-2	-4	5	3.0*[inhibitor]
CCOCCCNC(=O)C1CCN(C(=O)N(C)C)CC1	0.7	4	-1	20	2.1	-3	-5	0	100
Cc1ccccc1NC(NC(=O)c1cccs1)C(Cl)(Cl)Cl (configuration not stated)	0.5	10	-10	14	-0.4	-5	-1	-4	104
Cc1ccc(C(=O)N2CCc3ccccc32)cc1	-1.5	0	-5	-93	-1.2	-1	-7	-8	99
Cc1ccc(C)c(S(=O)(=O)NCc2ccc(C(=O)N3CCC(Cc4ccccc4)CC3)cc2)c1	-0.1	-10	-6	9	0.2	-8	-5	5	90
COC(=O)C1[C@H]2C(=O)N(Cc3cccs3)C[C@]23C=C[C@H]1O3 (some centres not stated)	-0.7	3	-6	-7	0.4	-3	-9	2	102
COc1ccc(CN2CCNC(=O)C2CC(=O)NC2CCCCCC2)c(C)c1C (configuration not stated)	-0.2	13	2	1	-0.4	-7	-8	-2	116
CCOC(=O)C1C(C(=O)Nc2cccc(C(F)(F)F)c2)C1C(=O)NC(C)C (configuration not stated)	-0.8	-44	-4	-24	0.9	-22	-5	2	101
COc1ccc(CNC(=O)C2CCN(S(C)(=O)=O)CC2)c(OC)c1	0.1	-2	-8	-8	1.4	-5	2	-15	102
CCN(CC)C(=O)CSc1nc2c(sc(=S)n2-c2ccccc2)c(=O)n1Cc1ccco1	-1.8	-3	-10	21	-0.3	-6	16	8	99
C/C(=N\Nc1nncc2ccccc12)c1ccc(OCC(=O)N(C)C)cc1	16	4	-3	14	1.8	-15	-24	15	97
Cc1ccc(S(=O)(=O)NC(CCc2ccccc2)CC(=O)C(C)(C)C)cc1 (configuration not stated)	2.1	-4	x	36	1.5	-15	-13	-2	98
COc1cc(-c2cc(C(=O)NCc3ccc(S(N)(=O)=O)cc3)c3ccccc3n2)cc(OC)c1OC	-0.8	1	-10	5	1.6	-2	-3	3	106
O=C(CC1CCCCC1)NCCCN1CCOCC1	-0.8	5	-5	4	0.4	-4	-18	3	101
Cc1ccc(-c2nnc(SCC(=O)N/N=C/c3ccccc3C(=O)O)n2-c2ccc(C)cc2)cc1	-0.1	-5	-4	1	-0.5	-4	-15	2	93
COc1ccc(NC(=O)Cc2c(F)c(F)c(F)c(F)c2F)cc1OC	0.8	0	-3	x	2.2	5	-3	-11	102
CCc1cccc2c(C(=O)CSc3nncn3-c3ccc(OC)cc3)c[nH]c12	0.1	-3	-2	52	0.5	-7	-7	-6	106
Cc1cccc(CC(=O)Nc2sc(C(C)C)cc2C(=O)N2CCOCC2)c1	-1.0	8	3	2	-0.2	0	-4	5	105
CCC(=O)c1ccc(OCC(O)CNC2CCCC2)cc1 (configuration not stated)	0.6	11	-11	24	-0.4	-1	-18	0	112
CCOc1ccc(/C=N/NC(=O)CSc2ccccn2)cc1O	0.2	1	-4	-5	0.8	-2	-10	-7	103
O=S(=O)(c1ccc(NC(=S)NC2CC2)cc1)N1CCOCC1	1.2	0	-2	7	1.3	0	-16	4	98
CCC(C)(C)NC(=O)CN(Cc1ccc(OC)cc1)C(=O)CCC(=O)Nc1nccs1	0.9	-1	-10	-2	4.8	-12	-4	-3	98
CCOC(=O)c1nn(-c2ccc(OCC)cc2)c2nc(-c3cccc(OC)c3)c(C#N)c(=O)n12	0.0	-3	0	26	0.2	-5	-6	-2	92
COc1ccc(NC(=O)C23CC4CC(C2)CC(c2ccccc2)(C4)C3)c(OC)c1	-1.6	5	-2	22	0.9	-6	-19	-2	97
